TrxR1 substrate – is turned over as a substrate by rat TrxR1; actives 0.01% (n = 390,000); Potency, µM (doses to about 114 µM), inactives show top-dose activity change, negative = substrate turnover; purified TrxR1 substrate turnover, NADPH consumption readout; note: potency is the fitted concentration of half-maximal effect; % is set by controls: 0 for no effect and ±100 for the full control effect; nearly all actives have a fitted effect of over 50% in size
Target sequence (O89049 whole entry, looked up): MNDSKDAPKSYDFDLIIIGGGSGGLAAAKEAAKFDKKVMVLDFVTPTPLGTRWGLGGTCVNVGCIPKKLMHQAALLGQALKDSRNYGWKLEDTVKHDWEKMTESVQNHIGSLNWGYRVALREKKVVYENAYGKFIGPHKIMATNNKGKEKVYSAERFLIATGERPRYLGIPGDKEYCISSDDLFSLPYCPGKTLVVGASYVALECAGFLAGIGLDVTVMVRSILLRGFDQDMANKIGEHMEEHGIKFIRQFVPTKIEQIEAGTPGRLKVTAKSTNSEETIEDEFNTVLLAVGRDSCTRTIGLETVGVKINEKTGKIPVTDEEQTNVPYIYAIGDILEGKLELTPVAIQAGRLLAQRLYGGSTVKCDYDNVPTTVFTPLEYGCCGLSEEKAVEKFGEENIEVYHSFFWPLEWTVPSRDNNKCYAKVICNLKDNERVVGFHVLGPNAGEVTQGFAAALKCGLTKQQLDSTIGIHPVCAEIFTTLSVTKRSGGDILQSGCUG
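Rat TrxR1, dispensed at 90 nM, was prereduced with 400 uM NADPH (final) for 5 min at ~22 deg C, then incubated with compound 15 min before 400 uM selenite. A first-read NADPH fluorescence drop versus no-compound background flagged substrates.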
PI4K2A block – blocks human PI4K2A kinase activity. actives 0.13% (n = 420,000). activity change, negative = inhibition, % at 76.9 µM. purified PI4K2A, ADP-Glo luminescence, 1 h; stronger effect = lower value. Q9BTU6; in the data active = activity change below about -50%; inconclusive = mostly about -30% to -49%;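 note: -100% = wells without enzyme as full effect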
Target sequence (Q9BTU6 whole entry, looked up): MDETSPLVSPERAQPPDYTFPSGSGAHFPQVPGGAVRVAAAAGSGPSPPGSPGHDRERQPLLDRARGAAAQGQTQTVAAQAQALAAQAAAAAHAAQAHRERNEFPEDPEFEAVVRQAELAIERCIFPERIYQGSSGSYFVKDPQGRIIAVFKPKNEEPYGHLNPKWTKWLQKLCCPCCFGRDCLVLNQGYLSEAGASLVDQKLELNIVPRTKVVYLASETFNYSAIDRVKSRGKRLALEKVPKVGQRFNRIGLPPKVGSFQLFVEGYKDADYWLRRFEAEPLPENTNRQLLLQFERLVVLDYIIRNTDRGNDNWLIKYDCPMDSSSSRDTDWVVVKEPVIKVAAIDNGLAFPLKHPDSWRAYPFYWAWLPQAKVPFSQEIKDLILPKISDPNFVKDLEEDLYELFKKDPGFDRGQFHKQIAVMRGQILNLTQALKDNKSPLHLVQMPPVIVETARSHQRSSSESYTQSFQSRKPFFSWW
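Compounds are screened against recombinant PI4K2A using PI as substrate and ATP, the latter dispensed at 300 microM. Reactions run one hour at ambient temperature before ADP-Glo detection; full inhibition defined by wells lacking enzyme.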
TRHR ag – TRH receptor (human) agonism. activation, % at 2 µM. TRHR cells, calcium flux fluo-8, FDSS agonist mode. actives 0.18% (n = 360,000). P34981. AID 493084; in the data active = activation above about 30%; note: 0% is about no effect
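Agonist-mode FDSS calcium read (Ex 480/Em 530, 1 s cycles) in 1536-well TRHR cells with fluo-8 dye, after 10-cycle baseline and 23 nL compound addition; TRH at EC20 (10 nM final) added afterwards for the enhancer phase.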
TrxR1 inh – rat TrxR1 inhibition. actives 1% (n = 390,000). recombinant rTrxR1, NADPH fluorescence consumption, selenite substrate. Potency, µM (titrated, usually from 114 µM), for inactives: at the top dose activity change, negative = inhibition, actives largely listed as inhibitors. O89049. AID 588453; note: potency is the fitted concentration of half-maximal effect; % is set by controls: 0 for no effect and ±100 for the full control effect; nearly all actives have a fitted effect of over 65% in size
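Rat TrxR1 (90 nM in the dispensed reagent) was pre-reduced with 400 uM NADPH for 5 min at room temperature, then incubated with compound for 15 min. After 400 uM selenite was added, NADPH fluorescence (Ex 340/Em 450 nm) was followed for 8 min.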
TRHR enhancer – allosteric enhancers of human TRH receptor; P34981; TRHR cells, fluo-8 calcium fluorescence, EC20 TRH enhancement; enhancement, % at 2 µM; actives 0.66% (n = 360,000); AID 493056; in the data active = enhancement above about 30%; note: 0% is about no effect
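TRHR-expressing cells loaded with fluo-8 calcium dye were read kinetically (ex 480/em 530) during compound addition, then stimulated with an EC20 of TRH (10 nM final). Enhancement of the Gq-mediated intracellular calcium response was scored.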
mIDH1 inhibitor – human IDH1 R132H inhibition; O75874; IDH1-R132H enzyme, NADPH consumption, diaphorase/resazurin fluorescence; Potency, µM (top dose mostly 76.6 µM), without a hit: at the top dose activity change, negative = inhibition, most hits filed as inhibitors; actives 0.093% (n = 390,000); AID 602179; note: potency is the fitted concentration of half-maximal effect; % is set by controls: 0 for no effect and ±100 for the full control effect; nearly all actives have a fitted effect of over 65% in size
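IDH1-R132H (0.5 ug/mL) preincubated 30 min with compound, then NADPH (0.016 mM) and alpha-KG (2 mM) added; 80 min at RT, pH 7.5. Remaining NADPH coupled via diaphorase/resazurin to fluorescence (540/590 nm); concentration-response curves normalized to no-enzyme control.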
D2 antagonist – antagonists of human D2 dopamine receptor; inhibition, % at 10 µM; HEK293 TREx D2 cells, calcium flux, dopamine EC80; P14416; AID 485344; actives 2% (n = 340,000); in the data active = inhibition above about 30%; note: 0% is about no effect
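Dopamine at EC80 is the agonist stimulus; test compounds precede it by 180 s. Calcium flux read kinetically in a force-coupled, inducible HEK293 T-REx D2 cell line.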
D2 ag – agonists of human D2 dopamine receptor; P14416; AID 485358; HEK293 T-REx D2 cells, calcium flux agonist mode; actives 0.53% (n = 340,000); activation, % at 2 µM;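 active = activation over 3 SD above normal in the single-dose calcium agonist read, cut at about 30% in these data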; note: 0% is about no effect
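In this primary screen, compounds producing a positive calcium signal within 180 s of addition to tetracycline-induced, force-coupled HEK293 Trex D2 cells are flagged; cells are dye-loaded with a no-wash calcium kit beforehand.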
USP1-UAF1 inh – blocks the human USP1/UAF1 deubiquitinase complex; Potency, µM (titrated, usually from 57.1 µM), without a hit: top-dose activity change, negative = inhibition, most hits filed as inhibitors; O94782; actives 0.23% (n = 390,000); recombinant USP1/UAF1, Ub-Rhodamine cleavage fluorescence; note: potency is the fitted concentration of half-maximal effect; % is set by controls: 0 for no effect and ±100 for the full control effect; nearly all actives have a fitted effect of over 60% in size; inactives centre near -12
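Step one: compound is pinned into 1nM USP1/UAF1 in HEPES pH 7.8 buffer with TCEP. Step two: 15 min room-temperature incubation. Step three: Ub-Rho (150nM final) starts cleavage, tracked by fluorescence over six one-minute reads.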
* marks the source's active call; other numbers are inactive results; ? = inconclusive; . = no result given; & = joins results of further samples; [ ] = dose if it differs, or a comment. Unless noted, calls come from the whole dose curve; as a rule, active = well fitted inhibition curve with a large enough effect; inconclusive = small, poorly fitted or top-dose-only effect; inactive = no such curve, though single readings can be large or run the other way.

Value order – TrxR1 substrate	PI4K2A block	TRHR ag	TrxR1 inh	TRHR enhancer	mIDH1 inhibitor	D2 antagonist	D2 ag	USP1-UAF1 inh
> COc1ccc(NC(=O)ON=C2c3ccccc3-c3ccccc32)cc1
    -16%	9	-0.3	-13%	5	8%	2	-0.2	-4%
> O=C(Nc1ccc2c(c1)CCC2)c1cccc(S(=O)(=O)N2CCN(c3ccc(F)cc3)CC2)c1
    0%	1	0.2	13%	-5	5%	1	0.0	-17%
> Cc1cc(C)cc(N(C(=O)c2ccco2)C(C(=O)NC2CCCC2)c2ccncc2)c1 (centres undefined)
    5%[57.1 µM]	2	-0.5	1%[57.1 µM]	-5	?	37*	-1.4	3%
> COc1ccc(-c2nn3c(=O)cc(CN4CCN(C(=O)/C=C/c5ccccc5)CC4)nc3s2)cc1
    9%[57.1 µM]	1	0.2	13%[57.1 µM]	-3	-7%	.	0.8	-20%
> O=C(Nc1cccc(C(F)(F)F)c1)C1CCN(S(=O)(=O)c2cnc[nH]2)CC1
    2%	-4	-0.2	16%	-1	1%	5	-0.1	-16%
> CN(C)CCN(C(=O)c1ccco1)c1nc2cc3c(cc2s1)OCCO3
    2%	6	0.2	14%	-2	-5%	-13	0.3	-18%
> CC(C)N(C)Cc1cn(C)nc1-c1ccc(Oc2ccccc2)cc1
    -7%	-2	0.2	3%[57.1 µM]	36*	0%	-11	-0.5	-23%
> CCOC(=O)c1nnn2c1nc(SCC(C)=O)c1ccccc12
    10%[57.1 µM]	0	-1.2	4%[57.1 µM]	1	3%	-10	0.6	-7%
> Cc1cccc(N(CC(=O)N2CCN(c3ccccc3F)CC2)S(C)(=O)=O)c1
    -12%	12	-0.2	-4%	-9	-15%	-9	11	4%
> CCC(Sc1ccc2nnc(-c3ccc(F)cc3)n2n1)C(=O)OC (centres undefined)
    28%	-2	-2.2	31%	2	6%	13	-1.0	-10%
> CCOC(=O)[C@@H]1[C@H]2COc3cc(OC)ccc3[C@@H]2N2C(=O)N(c3ccc(OC)cc3)C(=O)[C@@]12C
    5%	0	.	12%	.	15%	.	.	-21%
> Nc1ncnc2c1ncn2Cc1ccccc1
    6%[57.1 µM]	-12	0.2	10%	6	2%	5	1.0	-4%
> COc1cccc(NC(=O)Nc2ccccc2C(N)=O)c1
    3%	4	0.2	16%	2	-6%	26	1.1	-9%
> CCOC(=O)N1CCN(c2c(NCc3ccccc3OC)c(=O)c2=O)CC1
    -8%	2	0.2	-4%	-2	3%	1	-0.2	-4%
> COC(=O)c1ccc(NC(=O)NCCn2nnc3cc(S(=O)(=O)N(C)C)ccc32)cc1
    ?	3	0.3	15%[57.1 µM]	3	11%	.	1.2	?
> Cc1ccc(-n2cc3c(c2-c2ccccc2Br)c(=O)n(C)c(=O)n3C)cc1N
    -4%	2	-0.8	17%	-1	?	.	7.2	-2%
> CCOc1ccccc1NC(=O)c1cc(S(=O)(=O)N2CCOCC2)cn1C
    -7%	-8	-0.3	2%	-2	0%	.	0.9	-3%
> CC1C(c2ccccc2)=[N+]([O-])C2(CCCC2)N1O (centres undefined)
    1%	-2	-0.4	7%	-3	-1%	16	0.4	-7%
> COC(=O)CNC(=O)N1CCN(S(=O)(=O)c2ccc3c(ccn3C)c2)CC1
    -4%[57.1 µM]	-14	0.4	2%[57.1 µM]	0	?	.	-1.0	-3%
> O=C(Cn1c(-c2ccccn2)nc2ccccc21)N/N=C/c1ccccn1
    2%	4	0.4	10%	1	23%	9	0.2	-4%

Pulled by structure from the entries so far:
Value order – TrxR1 substrate	PI4K2A block	TRHR ag	TrxR1 inh	TRHR enhancer	mIDH1 inhibitor	D2 antagonist	D2 ag	USP1-UAF1 inh
> COC(=O)CNC(=O)N1CCN(S(=O)(=O)c2ccc3c(ccn3C)c2)CC1
    -4%[57.1 µM]	-14	0.4	2%[57.1 µM]	0	?	.	-1.0	-3%
> CCOC(=O)[C@@H]1[C@H]2COc3cc(OC)ccc3[C@@H]2N2C(=O)N(c3ccc(OC)cc3)C(=O)[C@@]12C
    5%	0	.	12%	.	15%	.	.	-21%
> COC(=O)c1ccc(NC(=O)NCCn2nnc3cc(S(=O)(=O)N(C)C)ccc32)cc1
    ?	3	0.3	15%[57.1 µM]	3	11%	.	1.2	?

Additional entries:
Value order – TrxR1 substrate	PI4K2A block	TRHR ag	TrxR1 inh	TRHR enhancer	mIDH1 inhibitor	D2 antagonist	D2 ag	USP1-UAF1 inh
> Fc1ccccc1Cc1noc(CN2CCN(Cc3ccc4c(c3)OCO4)CC2)n1
    -9%	1	-0.1	-14%	-10	-12%	11	0.6	-10%
> CCCn1c(SCC(=O)NC2CCCCC2)nnc1-c1cccnc1
    7%	-1	-0.1	31%[activator]	-4	0%	-11	6.0	-1%
> O=C(NN1CCCCC1)c1cccc(COc2ccc(Cl)cc2)c1
    -8%	1	0.6	-5%	2	5%	2	0.9	-18%
> CN1C(=O)N(CC(=O)N2CCN(S(=O)(=O)c3ccc(Cl)s3)CC2)C(=O)C12CCCCC2
    2%	4	-0.9	16%	10	5%	-45	-1.2	0%
> O=C(NCCc1ccc(Cl)cc1)c1cccc(N2CCCC2=O)c1
    0%	1	-0.6	7%	-3	-9%	-15	-0.3	-12%
> COc1ccc(-n2c(SCC(=O)NCc3ccco3)nnc2-c2c[nH]c3ccccc23)cc1
    5%[57.1 µM]	1	-0.2	1%[57.1 µM]	1	-3%	-8	-0.8	-16%
> O=C(CC(=O)NCc1ccc(Cl)cc1)NCc1ccccc1
    6%	1	-0.5	32%	7	-9%	5	.	-19%
> CCOC=C1C(=O)N(C(C)=O)c2cc(OC)c(OC)cc21
    13%[57.1 µM]	-3	.	16%[57.1 µM]	.	12%	.	.	-11%
> Cc1ccc(-c2csc(NC(=O)CCNC(=O)c3ccc(Cl)cc3)n2)cc1
    1%	0	-0.5	24%	2	-12%	-7	0.6	-14%
> COc1nc(-c2ccccc2)c2cc(Br)ccc2n1
    15%	4	.	8%	.	1%	.	.	-24%
> Cn1c(=O)c(C(=O)O)nn(-c2ccccc2)c1=O
    -2%	-2	0.4	2%	-2	11%	.	0.5	?
> COC(=O)CN(c1ccc(OC)cc1OC)S(=O)(=O)c1ccccc1[N+](=O)[O-]
    7%[57.1 µM]	2	0.2	17%[57.1 µM]	5	-1%	5	0.5	-18%
> c1cncc(CNc2nc(-c3cccnc3)nc3ccccc23)c1
    -14%	3	-1.0	-22%	6	-3%	.	.	-15%
> Cc1ccc([N+](=O)[O-])cc1NC(=S)NC(=O)c1cccs1
    -3%	-2	0.4	-4%	-8	7%	-16	0.7	-3%
> CN(C(=O)COC(=O)c1cc(NS(=O)(=O)c2cc([N+](=O)[O-])ccc2Cl)ccc1O)C1CCCCC1
    -11%	-8	-0.4	1%	0	-1%	-19	3.7	-20%
> O=C(CCN1C(=O)c2ccccc2C1=O)N1CCN(C2c3ccccc3-c3ccccc32)CC1
    0%	1	-1.0	-13%	-6	-5%	0	-0.6	-10%
> OCCN(Cc1ccccc1)Cc1cccc(C(F)(F)F)c1
    2%	6	-0.5	12%	3	7%	-16	0.4	-12%
> CN(C)S(=O)(=O)c1cccc(NC(=O)CO/N=C(\N)c2ccccc2)c1
    -3%	-2	-0.6	1%	-1	10%	9	1.0	-17%
> O=C1c2cccc3cccc(c23)C(=O)N1CCCn1ccnc1
    4%	7	.	14%	.	-4%	.	.	-20%
> CCC(C)NC(=O)[C@H](CSCc1ccccc1)N1Cc2ccccc2C1=O (some centres undefined)
    2%	-1	1.0	12%	5	3%	-15	-1.2	-11%
> COc1ccccc1NC(=O)Nc1ccc(-n2ccc(C(F)(F)F)n2)cc1
    -1%	-6	0.9	16%	11	-6%	71*	0.9	-23%
> CC1NC(=O)NC1CCCCCC(=O)Nc1ccc(F)cc1 (centres undefined)
    1%[57.1 µM]	1	-0.1	6%[57.1 µM]	-3	7%	17	0.1	-14%
> O=C1C(C=NCc2ccncc2)=C(O)c2ccccc21
    -17%	4	0.7	1%	5	13%	15	-0.2	3%
> O=C(O)Cc1ccc(-c2ccccc2-c2ccccc2)cc1
    7%[57.1 µM]	1	-0.3	7%[57.1 µM]	-4	-3%	-2	0.5	-15%
> O=C(CNC(=O)C1COc2ccccc2O1)Nc1ccc(F)c(F)c1 (centres undefined)
    -5%[57.1 µM]	-2	.	4%[57.1 µM]	.	3%	.	.	?
> CCOCCCNC(=O)C(c1ccc(OC)cc1)N(Cc1cccs1)C(=O)c1ccccc1O (centres undefined)
    5%[57.1 µM]	10&0	0.4&0.6	17%[57.1 µM]	2&6	-2%&15%	.	-0.5	-26%&-1%
> O=C(O)C(=O)/C(=C\c1cccc(Cl)c1)c1ccc2ccccc2n1
    31%[activator][57.1 µM]	1	1.7	27%[57.1 µM]	-28	-1%	3	2.7	-4%
> CCc1nc2ccccc2c(C(=O)OCC(=O)NCc2ccc3c(c2)OCO3)c1C
    -12%	1	-0.6	-7%	4	0%	8	0.5	-7%
> Cn1ncc2c(Nc3ccc(Br)cc3)nc(Nc3ccc(Br)cc3)nc21
    23%	0	-0.6	17%	-19	33µM*	-26	-2.2	-13%
> O=c1c2c(-c3cccs3)csc2ncn1-c1ccc(Br)cc1
    13%[57.1 µM]	-2	0.7	8%[57.1 µM]	-7	-2%	18	0.4	-2%
> O=c1[nH]nc(-c2cccs2)c2ccccc12
    2%	0	-0.3	4%	2	6%	1	0.7	-21%
> O=C(c1ccc(S(=O)(=O)Cc2ccccc2F)c([N+](=O)[O-])c1)N1CCCC1
    -4%[57.1 µM]	-3	-0.4	?	2	14%	-7	0.2	-10%
> COCCn1c(SCC(=O)Nc2ccc(F)cc2)nc2c([nH]c3ccccc32)c1=O
    2%	-1	0.7	24%	-3	3%	-4	0.8	-23%
> CC1CCN(C(=O)COc2ncnc3ccccc23)CC1
    6%[57.1 µM]	3	0.4	11%[57.1 µM]	2	-3%	-4	14	-16%
> CN(CCNC(=O)C1CCC(=O)N(Cc2cccc(F)c2)C1)CCc1ccccc1 (centres undefined)
    6%	2	-0.3	-2%	-9	3%	1	23	-17%

Screening data deposited in PubChem BioAssay by National Center for Advancing Translational Sciences (NCATS).

An unsorted share of the library; any-hit rate near 3.9%.
